Large T inhibition: TAg ATPase/helicase activity blockers – biochemical (AID 1903); SV40 large T antigen ATPase/helicase inhibition assay; higher % means a stronger effect; one-dose inhibition, % at 20 µM; IC50 in µM for titrated hits; 310,000 compounds, 0.39% hits; in the data active = a potency from the dose series; note: strong numbers were not always called active
Myeloid diff 2: myeloid differentiation induction; AID 624256; 360,000 compounds, 1% hits; ER-HoxA9 myeloid progenitors, lysozyme-GFP differentiation, flow cytometry; calls only at 10 µM;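 active = normalized GFP-positive differentiation at or above the plate's own cutoff, the solvent-only control mean plus 3 SD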;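 note: cells exposed to compound for four days before flow analysis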
MgcRacGAP inhibition: MgcRacGAP GTPase-activating activity inhibitors, confirmation, biochemical, ADP Hunter fluorescence. 340,000 compounds, 0.6% hits. inhibition, % at 30 µM; hits with a dose series show IC50 in µM. MgcRacGAP-stimulated Rac1 GTP hydrolysis, ADP Hunter fluorescence; higher % means a stronger effect; GST-tagged Rac1 F28L mutant substrate;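 active = first-screen hits whose inhibition reached a set limit at any dose in the follow-up dose series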;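 note: fluorescence reports GDP produced by GAP-driven GTP hydrolysis; strong numbers were not always called active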
PhoP inhibition: inhibitors of PhoP regulon expression, primary screen, Salmonella Typhimurium, GFP reporter (AID 1863) | 300,000 compounds, 0.16% hits | S. Typhimurium PhoP-regulated promoter GFP reporter, 4 h; higher % means a stronger effect | inhibition, % at 50 µM, or IC50 in µM where a hit was titrated;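 active = inhibition over 29.93%, a cutoff 3 SD above the screen mean, later confirmed by dose response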;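 note: 0% = low Mg2+ inducing control and 100% = high Mg2+ repressing control; strong numbers were not always called active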
K1F lysis inhibition: inhibition of K1F phage lysis, E. coli UTI89, bacterial capsule biogenesis inhibitors, alamar blue (AID 488966). 340,000 compounds, 0.02% hits. E. coli UTI89 K1F phage lysis, alamar blue, 2 h; higher % means a stronger effect. inhibition, % at 100 µM; hits with a dose series show IC50 in µM;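 active = phage lysis inhibition, versus mean bacterial control, above a set limit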;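 note: capsule biogenesis inhibitors block K1F phage lysis so surviving cells raise fluorescence; higher fluorescence means more inhibition of phage lysis; actives were called in the ten point dose series up to 300 µM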
NTR1 agonist: agonists of NTR1, primary screen, imaging, U2OS cells, beta-arrestin-GFP, high content (AID 493036); NTR1-U2OS beta-arrestin-GFP spot imaging, agonist mode; activation, % at 20 µM; 330,000 compounds, 0.17% hits;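 active = activation at or above 40% of the spot to cytoplasm intensity ratio, with at least 20 cells analyzed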;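 note: 0% = DMSO without peptide and 100% = 100 nM NTR1 peptide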
Target sequence (P30989 whole entry, looked up): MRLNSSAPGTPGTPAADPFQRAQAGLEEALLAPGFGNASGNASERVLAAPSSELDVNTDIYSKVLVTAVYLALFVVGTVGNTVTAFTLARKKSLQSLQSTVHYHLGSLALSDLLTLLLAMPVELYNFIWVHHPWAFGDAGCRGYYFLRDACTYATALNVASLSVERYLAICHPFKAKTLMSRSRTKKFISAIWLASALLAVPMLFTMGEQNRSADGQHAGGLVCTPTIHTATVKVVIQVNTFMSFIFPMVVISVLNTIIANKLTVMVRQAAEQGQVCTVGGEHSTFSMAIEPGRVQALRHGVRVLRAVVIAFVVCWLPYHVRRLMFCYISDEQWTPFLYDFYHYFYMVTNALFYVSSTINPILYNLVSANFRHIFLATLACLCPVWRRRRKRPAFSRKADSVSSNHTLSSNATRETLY
T cell HTS: modulates CD8 T cell binding to vesicles; 2C CD8+ T cell-vesicle binding, flow cytometry; hits give low values; calls only at 7 µM; 330,000 compounds, 0.068% hits;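 active = response, share of CD8 T cells binding vesicles, and their 90th percentile fluorescence all below set limits, cut at about 80% in these data, passing the limit was not always enough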
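Read-out – percent CD8+ FL2 mean versus row control · System – murine 2C transgenic CD8+ T lymphocytes · Times – 1.5 h cell–vesicle binding at 37 °C, then 20 min icy labelling · Control set – naked vesicles low, QL9 vesicles with vehicle high · Detection – cytometric PE anti-B7-1 and Alexa647 anti-CD8 signals after 1% paraformaldehyde fixation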
RSV antiviral HEp-2: inhibition of RSV-induced cytopathic effect – HEp-2 cells, primary 10 µM value included (AID 2391); CPE inhibition, % at 10 µM, or IC50 in µM where a hit was titrated; HEp-2 cells, RSV-induced CPE inhibition; higher % means a stronger effect; 310,000 compounds, 0.13% hits; in the data active = a potency from the dose series; note: strong numbers were not always called active
TNAP activation fold: stimulation of alkaline phosphatase TNAP activity – biochemical, luminescent, no phosphate acceptor, uHTS, primary screen (AID 1001); purified TNAP, luminescent activation assay, no phosphate acceptor; higher activation fold means a stronger effect; one-dose activation fold at 20 µM; EC50 in µM for titrated hits; 200,000 compounds, 0.03% hits; in the data active = activation fold from about 3, or a potency from the dose series; inactive = the rest, 99 in 100 with activation fold below about 1.6; note: many of its hits are not listed in these tables
T cell HTS vesicle-bound %: second read-out of T cell HTS, no call of its own (marks repeat the call); double positive events, %; measured here: CD8+ vesicle-bound cell fraction;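 binding gate set so that unloaded-vesicle control wells show 10% double positive cells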
NTR1 agonist cell count 20 µM: also measured in NTR1 agonist; calls as there; cell count; measured here: cell count, cytotoxicity flag
Myeloid diff 2 GFP+ MAC1+ %: further read-out of Myeloid diff 2, marked with its call; GFP+ MAC1+ double positive, %; measured here: differentiation confirmed by MAC1 staining
Starred values were filed as active, the others as inactive; i = inactive; nt = not tested or not shown; [ ] = another dose, or the depositor's remark.

The line under a structure holds: Large T inhibition	Myeloid diff 2	Myeloid diff 2 GFP+ MAC1+ %	MgcRacGAP inhibition	PhoP inhibition	K1F lysis inhibition	NTR1 agonist	NTR1 agonist cell count 20 µM	T cell HTS	T cell HTS vesicle-bound %	RSV antiviral HEp-2	TNAP activation fold
1	NC(N)=N/N=C/c1cc([N+](=O)[O-])ccc1O
 : 9%	i	0.5	2%	7%	4.0%	-0.9	50	i	54	1.4%	0.8
2	C/C(=N/NC(=O)c1cc(-c2cccc([N+](=O)[O-])c2)n[nH]1)c1ccc(Cl)cc1
 : -4%	i	1.0	6%	9%	1.5%[50 µM]	nt	nt	i	24	0.9%	1.1
3	COCC(C)N1CCC(Oc2cccc(C(=O)NCCc3ccccc3)c2)CC1 (centres undefined)
 : 12%	i	2.7	3%	-4%	-0.1%	-0.5	72	i	14	0.0%	nt
4	CCCC(=O)Nc1ccc(C(=O)COC(=O)C2CC2)cc1
 : nt	i	0.6	6%	nt	0.3%[50 µM]	-0.6	51	i	32	nt	nt
5	O=C(NCc1ccco1)c1csc2c1CCCC2
 : 4%	i	0.5	nt	3%	nt	0.5	48	i	41	1.1%	1.1
6	CC1CN(C(=O)c2ccc(Br)c(S(=O)(=O)N3CCOCC3)c2)CC(C)O1 (centres undefined)
 : nt	i	0.1	0%	nt	0.7%[50 µM]	-1.8	48	i	44	2.0%	nt
7	C[C@H]1O[C@@H](O[C@H]2CC[C@@]3(C)C(CC[C@]4(C)C3C=C[C@]35OC[C@@]6(CCC(C)(C)C[C@H]63)[C@@H](O)C[C@]54C)[C@]2(C)CO)[C@H](O)[C@@H](O[C@@H]2O[C@H](CO)[C@@H](O)[C@H](O)[C@H]2O)[C@H]1O (some centres undefined)
 : nt	i	3.0	5%	nt	2.4%	0.1	52	i	21	nt	nt
8	COc1cccc(N/C(C)=C/C(=O)c2ccc(Br)cc2)c1
 : 8%	i	1.1	6%	2%	1.6%	-3.7	72	i	30	43%	1
9	CCCCc1ccc(NC(=O)CSc2nc(=O)n(CCN(CC)CC)c3c2CCC3)cc1
 : 8%	i	2.0	7%	1%	0.8%[50 µM]	3.7	68	i	46	5.8%	nt
10	COc1ccc(-c2nn3c(-c4ccc(F)cc4)nnc3s2)cc1
 : -2%	i	0.8	12%	9%	0.6%	7.1	65	i	30	1.1%	0.9
11	N#Cc1ccsc1NC(=O)CN1CCN(S(=O)(=O)c2cc(Cl)ccc2Cl)CC1
 : 5%	i	1.2	3%	3%	-2.1%	4.9	57	i	24	2.9%	1.2
12	Cc1ccc(C2=NS(=O)(=O)N(C)C(C(=O)NC(C)c3ccccc3)=C2)cc1 (centres undefined)
 : 2%	i	3.1	0%	nt	4.9%	5.4	58	i	22	3.2%	nt
13	CCOCCCNC(=O)CS(=O)(=O)Cc1nc(-c2cccc(OC)c2)oc1C
 : 7%	i	2.5	-8%	-4%	-0.8%	0.8	76	i	35	-1.1%	1.1
14	CCCCc1ccc(-c2ccc(C)cc2O)nc1
 : 4%	i	0.6	-3%	-1%	-0.2%	-0.4	79	i	54	8.1%	0.9
15	CN(CC(=O)Nc1ccc(F)cc1)C(=O)CSc1ncccn1
 : 10%	i	0.7	4%	4%	1.7%[50 µM]	0.2	71	i	48	1.0%	nt
16	COc1ccc2c(c1)[nH]c1c(=O)n(CCN3CCCC3)cnc12
 : -7%	i	1.0	14%	11%	0.7%[50 µM]	-0.8	36	i	31	1.6%	1.1

Some of the entries above in another layout.
no. | compound | Large T inhibition | Myeloid diff 2 | Myeloid diff 2 GFP+ MAC1+ % | MgcRacGAP inhibition | PhoP inhibition | K1F lysis inhibition | NTR1 agonist | NTR1 agonist cell count 20 µM | T cell HTS | T cell HTS vesicle-bound % | RSV antiviral HEp-2 | TNAP activation fold
7 | C[C@H]1O[C@@H](O[C@H]2CC[C@@]3(C)C(CC[C@]4(C)C3C=C[C@]35OC[C@@]6(CCC(C)(C)C[C@H]63)[C@@H](O)C[C@]54C)[C@]2(C)CO)[C@H](O)[C@@H](O[C@@H]2O[C@H](CO)[C@@H](O)[C@H](O)[C@H]2O)[C@H]1O (some centres undefined) | nt | i | 3.0 | 5% | nt | 2.4% | 0.1 | 52 | i | 21 | nt | nt
8 | COc1cccc(N/C(C)=C/C(=O)c2ccc(Br)cc2)c1 | 8% | i | 1.1 | 6% | 2% | 1.6% | -3.7 | 72 | i | 30 | 43% | 1
9 | CCCCc1ccc(NC(=O)CSc2nc(=O)n(CCN(CC)CC)c3c2CCC3)cc1 | 8% | i | 2.0 | 7% | 1% | 0.8%[50 µM] | 3.7 | 68 | i | 46 | 5.8% | nt
10 | COc1ccc(-c2nn3c(-c4ccc(F)cc4)nnc3s2)cc1 | -2% | i | 0.8 | 12% | 9% | 0.6% | 7.1 | 65 | i | 30 | 1.1% | 0.9
11 | N#Cc1ccsc1NC(=O)CN1CCN(S(=O)(=O)c2cc(Cl)ccc2Cl)CC1 | 5% | i | 1.2 | 3% | 3% | -2.1% | 4.9 | 57 | i | 24 | 2.9% | 1.2
12 | Cc1ccc(C2=NS(=O)(=O)N(C)C(C(=O)NC(C)c3ccccc3)=C2)cc1 (centres undefined) | 2% | i | 3.1 | 0% | nt | 4.9% | 5.4 | 58 | i | 22 | 3.2% | nt
13 | CCOCCCNC(=O)CS(=O)(=O)Cc1nc(-c2cccc(OC)c2)oc1C | 7% | i | 2.5 | -8% | -4% | -0.8% | 0.8 | 76 | i | 35 | -1.1% | 1.1
14 | CCCCc1ccc(-c2ccc(C)cc2O)nc1 | 4% | i | 0.6 | -3% | -1% | -0.2% | -0.4 | 79 | i | 54 | 8.1% | 0.9
15 | CN(CC(=O)Nc1ccc(F)cc1)C(=O)CSc1ncccn1 | 10% | i | 0.7 | 4% | 4% | 1.7%[50 µM] | 0.2 | 71 | i | 48 | 1.0% | nt
16 | COc1ccc2c(c1)[nH]c1c(=O)n(CCN3CCCC3)cnc12 | -7% | i | 1.0 | 14% | 11% | 0.7%[50 µM] | -0.8 | 36 | i | 31 | 1.6% | 1.1

Reprinted at random: 2 compounds from above
The line under a structure holds: Large T inhibition	Myeloid diff 2	Myeloid diff 2 GFP+ MAC1+ %	MgcRacGAP inhibition	PhoP inhibition	K1F lysis inhibition	NTR1 agonist	NTR1 agonist cell count 20 µM	T cell HTS	T cell HTS vesicle-bound %	RSV antiviral HEp-2	TNAP activation fold
4	CCCC(=O)Nc1ccc(C(=O)COC(=O)C2CC2)cc1
 : nt	i	0.6	6%	nt	0.3%[50 µM]	-0.6	51	i	32	nt	nt
16	COc1ccc2c(c1)[nH]c1c(=O)n(CCN3CCCC3)cnc12
 : -7%	i	1.0	14%	11%	0.7%[50 µM]	-0.8	36	i	31	1.6%	1.1
